SR-BI DiI-HDL act – activators of SR-BI mediated DiI-HDL uptake, primary screen, ldlA[mSR-BI] CHO cells, DiI fluorescence | 3 h; 100 = double the neutral-control signal | activation, % at 12.5 µM | 320,000 tested, 0.096% active | AID 504775, 2011;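 active means mean replicate activation of at least 60% and every replicate at or above 60%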;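 further: 0% = median plate neutral-control signal and 100% = twice that signal; values of inactives mirror those of a sister screen read the other way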
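System: LDL receptor-deficient CHO ldlA cells overexpressing murine SR-BI | Timing: 3 h uptake period with compound, 37 °C | Medium: HEPES-buffered (25 mM, pH 7.4) F12 plus 0.5% BSA | Dosing: Single-point compound dose | Signal: Bottom-read fluorescence, 550/595 nm | Read-out: Retained DiI signal reflecting DiI-HDL uptake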
SR-BI HDL uptake – inhibitors of SR-BI mediated HDL lipid uptake, primary screen, ldlA[mSR-BI] cells, fluorescence, single point. ldlA[mSR-BI] CHO cells, DiI-HDL uptake fluorescence, 3 h. inhibition, % at 12.5 µM. AID 488896, 2010. 320,000 tested, 0.96% active. Scavenger receptor class B member 1 (Mus musculus), Q61009;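 active means mean replicate inhibition of at least 70% and a set share of replicates each scoring 70 or more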;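 further: 0% = median of neutral control wells and 100% = median of positive control wells; values of inactives mirror those of a sister screen read the other way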
Target sequence (Q61009 whole entry, looked up): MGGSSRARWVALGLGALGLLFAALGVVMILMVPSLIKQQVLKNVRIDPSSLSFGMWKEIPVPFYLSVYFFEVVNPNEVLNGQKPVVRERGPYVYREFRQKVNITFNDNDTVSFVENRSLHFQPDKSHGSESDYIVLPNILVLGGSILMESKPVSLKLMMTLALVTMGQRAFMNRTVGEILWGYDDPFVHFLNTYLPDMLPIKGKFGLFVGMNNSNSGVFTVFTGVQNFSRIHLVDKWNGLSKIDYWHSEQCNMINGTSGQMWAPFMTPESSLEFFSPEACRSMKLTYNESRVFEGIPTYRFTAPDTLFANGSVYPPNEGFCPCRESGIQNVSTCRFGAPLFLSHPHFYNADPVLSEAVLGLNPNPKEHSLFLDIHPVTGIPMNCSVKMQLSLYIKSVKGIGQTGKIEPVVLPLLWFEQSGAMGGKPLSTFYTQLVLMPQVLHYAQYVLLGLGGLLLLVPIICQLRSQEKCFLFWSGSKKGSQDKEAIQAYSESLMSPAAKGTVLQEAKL
NSD2 HMT inh – NSD2 histone methyltransferase inhibitors, primary screen, biochemical, AlphaScreen, single concentration, set 2 | NSD2 peptide methylation, 120 min | inhibition, % at 12.5 µM | 310,000 tested, 0.54% active; in the data active means inhibition above about 50%
MITF TRPM1 HTS – activators of MITF-driven TRPM1 promoter reporter, primary screen, cell-based, SK-MEL-5, luciferase, single point; SK-MEL-5 TRPM1-promoter luciferase, 24 h; % of positive control, neutral wells = 0; activation, % at 12.5 µM; 300,000 tested, 0.75% active; AID 588334, 2011;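 active means mean activation of at least 80% with every replicate also reaching 80%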;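 further: 0% = neutral control wells and 100% = parthenolide positive control wells; values of inactives mirror those of a sister screen read the other way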
CAL PDZ FP-1 – CAL PDZ peptide-binding inhibitors, primary screen, biochemical, fluorescence polarization, Cer-tagged CAL PDZ, HTS. inhibition, % at 20 µM. AID 504414, 2011. purified CAL PDZ, TMR-peptide fluorescence polarization, 1 h. Golgi-associated PDZ and coiled-coil motif-containing protein (Homo sapiens), Q9HD26. 330,000 tested, 0.02% active;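 active means highest replicate inhibition of at least 40%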;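 further: plate controls were DMSO neutral control wells for no effect and unlabeled competitor peptide control wells for full effect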
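System: tagged CAL PDZ domain. Schedule: 1 h room-temperature incubation prior to read. Signal: fluorescence polarization (mP). Measure: percent inhibition from loss of millipolarization.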
dFosB activator – activators of delta FosB homodimer, primary screen, biochemical, fluorescence polarization, TAMRA-CDK5 oligo, single point; AID 493131, 2011; purified delta FosB; percent of positive-control signal above neutral wells; 340,000 tested, 0.99% active; Protein FosB (Mus musculus), P13346; activation, % at 25 µM;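 active means mean activation above about 17%, with every replicate also reaching it, limit read from the data, passing the limit was not always enough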;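 further: fluorescence polarization rise as delta FosB binds a TAMRA Cdk5 AP-1 oligo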
PfHsp90 set2 – growth inhibition of PfHsp90-expressing yeast, primary screen, antimalarial PfHsp90 inhibitor project, S. cerevisiae, BacTiter-Glo luminescence, single point, set 2; AID 504621, 2011; 310,000 tested, 0.32% active; inhibition, % at 9.4 µM; BacTiter-Glo ATP, 48 h; yeast lacking PDR1 and PDR3 efflux regulators;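 active means every replicate shows inhibition above about 80%, whatever the replicate mean, limit read from the data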;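 further: 0% = DMSO neutral controls and 100% = 20 µM radicicol positive controls; yeast relying on Plasmodium falciparum Hsp90 in place of its own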
Rtt109 HAT inh – inhibitors of C. albicans Rtt109/Vps75 HAT, primary screen, biochemical, ThioGlo CoA-SH fluorescence, plate reader; purified Rtt109/Vps75, 4 h; inhibition, % at 34.9 µM; 330,000 tested, 0.16% active;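 active means inhibition of at least 50% in every replicate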
Target sequence (Q5AAJ8 whole entry, looked up): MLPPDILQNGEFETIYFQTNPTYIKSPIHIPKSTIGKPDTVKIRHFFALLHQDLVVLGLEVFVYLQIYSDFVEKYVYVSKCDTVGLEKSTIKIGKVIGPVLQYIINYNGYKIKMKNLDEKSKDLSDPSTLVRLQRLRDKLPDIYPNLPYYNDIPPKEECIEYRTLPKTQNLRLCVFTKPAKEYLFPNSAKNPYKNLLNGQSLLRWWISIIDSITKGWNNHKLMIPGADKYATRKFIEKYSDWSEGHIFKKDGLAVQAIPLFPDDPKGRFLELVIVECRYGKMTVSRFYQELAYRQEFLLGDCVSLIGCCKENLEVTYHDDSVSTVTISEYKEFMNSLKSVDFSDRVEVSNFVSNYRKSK
CAL PDZ FP-2 – untagged CAL PDZ binding inhibitors, primary screen, biochemical, fluorescence polarization, HTS; purified CAL PDZ, TMR-peptide fluorescence polarization, 1 h; 300,000 tested, 0.92% active; Golgi-associated PDZ and coiled-coil motif-containing protein (Homo sapiens), Q9HD26; AID 602252, 2012; inhibition, % at 24.9 µM;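 active means mean inhibition of at least 30% with at least half of replicates also reaching 30%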;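 further: 0% = DMSO neutral control and 100% = excess unlabeled competitor peptide PRC23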
PvdQ inh – P. aeruginosa PvdQ acylase inhibitors, primary screen, biochemical, fluorescence, plate reader and imaging, single point. PvdQ acylase [Pseudomonas aeruginosa LESB58]. purified PvdQ acylase. inhibition, % at 10 µM. 340,000 tested, 0.063% active. AID 488965, 2010; in the data active means inhibition above about 30%, passing the limit was not always enough;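 further: 0% = vehicle neutral wells and 100% = reference inhibitor wells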
* marks the source's active call; other numbers are inactive results; / = not tested or not shown.

1. CCCNc1ncnc2onc(C)c12
2. COC(=O)Cn1cnc2c(nnn2-c2ccc(OC)cc2)c1=O
3. CC(=O)Nc1cccc(C(=O)N2CCN(S(=O)(=O)c3ccc(C4CCCCC4)cc3)CC2)c1
4. Cc1[nH]c2ccccc2c1C(=O)C(=O)Nc1ccc2c(c1)OCO2
5. COc1ccc(/C(O)=C2/C(=O)C(=O)N(CCCN(C)C)C2c2ccc(Cl)cc2)cc1OC (stereo unspecified)
entry no.	1	2	3	4	5
SR-BI DiI-HDL act	15	/	-8	2	13
SR-BI HDL uptake	-15	/	8	-2	-13
NSD2 HMT inh	-2	0	2	10	0
MITF TRPM1 HTS	1	-3	-8	69	-12
CAL PDZ FP-1	0.5	-3.9	-1.1	-2.4	-0.3
dFosB activator	-2	-4	0	-6	0
PfHsp90 set2	-12	-28	6	-6	-7
Rtt109 HAT inh	-2	0	2	1	8
CAL PDZ FP-2	/	0	-5	-3	-1
PvdQ inh	-8	-16	6	-2	2

6. O=C(c1cccc(C(F)(F)F)c1)C1CCCN(C(=O)/C=C/c2cnc[nH]2)C1 (stereo unspecified)
7. COc1ccc(N2CCN(C(=O)c3cn(CC4CCCCC4)nn3)CC2)cc1
8. Cc1noc(C)c1C(=O)NCC1COc2ccccc2O1 (stereo unspecified)
9. CCOC(=O)C1CN(c2cc3c(cc2F)c(=O)c(C(=O)O)cn3CC)OC1C(=O)OCC (stereo unspecified)
10. Cc1cc(C(=O)Nc2cc(Br)ccc2O)on1
entry no.	6	7	8	9	10
SR-BI DiI-HDL act	32	1	6	-10	18
SR-BI HDL uptake	-32	-1	-6	10	-18
NSD2 HMT inh	/	2	0	-1	0
MITF TRPM1 HTS	4	8	-4	-13	-19
CAL PDZ FP-1	-2.1	-2.2	-0.5	-0.5	-0.2
dFosB activator	-9	6	4	-11	4
PfHsp90 set2	-21	-36	/	-5	13
Rtt109 HAT inh	-6	/	0	-1	-1
CAL PDZ FP-2	-2	1	-17	-3	-1
PvdQ inh	-9	3	-3	-6	-12

11. Cc1ccccc1-n1nnc2c(=O)oc3ccccc3c21
12. CN(CCOC(=O)c1ccc2c(c1)OCO2)C(C)(C)C
13. CCNC(=O)C(CC(C)C)NC(=O)C(CO)NC(=O)C1CCC(=O)N1 (stereo unspecified)
14. N#Cc1nc(N2CCCCC2)nc(N2CCOCC2)n1
15. O=S(=O)(c1cccc2nonc12)N1CCCCC1
entry no.	11	12	13	14	15
SR-BI DiI-HDL act	-3	20	12	-16	4
SR-BI HDL uptake	3	-20	-12	16	-4
NSD2 HMT inh	-4	0	-1	1	-1
MITF TRPM1 HTS	-9	4	-3	-29	11
CAL PDZ FP-1	/	0.0	-1.1	-0.2	-3.1
dFosB activator	-7	-3	4	2	3
PfHsp90 set2	21	15	-2	4	-9
Rtt109 HAT inh	9	13	0	-3	-5
CAL PDZ FP-2	0	/	0	-4	2
PvdQ inh	-12	16	-7	-11	9

An excerpt from above with just SR-BI DiI-HDL act, PfHsp90 set2 and dFosB activator:
entry	smiles	SR-BI DiI-HDL act	PfHsp90 set2	dFosB activator
1	CCCNc1ncnc2onc(C)c12	15	-12	-2
14	N#Cc1nc(N2CCCCC2)nc(N2CCOCC2)n1	-16	4	2

Additional records:
16. CCOC(=O)c1c(C)[nH]c(C)c1C(=O)COc1ncnc2cc([N+](=O)[O-])ccc12
17. COC(=O)c1ccc(-c2n[nH]c(=O)c3ccccc23)cc1
18. O=C(COC(=O)CCSc1ccc(Cl)cc1)NCCc1ccccc1
19. CC1(C)C(=O)Nc2ccccc2N1C(=O)COc1ncnc2ccccc12
20. Cc1cccc(-c2c3c(=O)n(C)c(=O)n(C)c3cn2CC2CCCO2)c1 (stereo unspecified)
entry no.	16	17	18	19	20
SR-BI DiI-HDL act	-50	1	34	0	23
SR-BI HDL uptake	50	-1	-34	0	-23
NSD2 HMT inh	3	-3	-2	2	0
MITF TRPM1 HTS	-7	23	-2	7	-4
CAL PDZ FP-1	-3.2	-1.4	-0.6	-0.8	/
dFosB activator	-11	2	-6	0	-1
PfHsp90 set2	-19	/	-5	1	13
Rtt109 HAT inh	-4	-16	3	3	-1
CAL PDZ FP-2	4	0	0	-2	2
PvdQ inh	-10	-7	-6	1	-6

4 structures from above, arranged by molar mass, low to high:
15. O=S(=O)(c1cccc2nonc12)N1CCCCC1
14. N#Cc1nc(N2CCCCC2)nc(N2CCOCC2)n1
20. Cc1cccc(-c2c3c(=O)n(C)c(=O)n(C)c3cn2CC2CCCO2)c1 (stereo unspecified)
18. O=C(COC(=O)CCSc1ccc(Cl)cc1)NCCc1ccccc1
entry no.	15	14	20	18
SR-BI DiI-HDL act	4	-16	23	34
SR-BI HDL uptake	-4	16	-23	-34
NSD2 HMT inh	-1	1	0	-2
MITF TRPM1 HTS	11	-29	-4	-2
CAL PDZ FP-1	-3.1	-0.2	/	-0.6
dFosB activator	3	2	-1	-6
PfHsp90 set2	-9	4	13	-5
Rtt109 HAT inh	-5	-3	-1	3
CAL PDZ FP-2	2	-4	2	0
PvdQ inh	9	-11	-6	-6

Other structures:
21. CCOCCCNC1=C(Cl)C(=O)c2ccccc2C1=O
22. CCOCCCNC(=O)c1ccc(OC(C)=O)cc1
23. O=C(NC(=S)Nc1ccccc1N1CCN(C(=O)c2ccccc2)CC1)c1cccs1
24. O=C(Oc1ccc(N2C(=O)CCC2=O)cc1)c1ccccc1Cl
25. COc1ccc2nc(N3C(=O)C(O)=C(C(=O)c4ccco4)C3c3ccccc3OC)sc2c1 (stereo unspecified)
entry no.	21	22	23	24	25
SR-BI DiI-HDL act	/	7	-7	-10	3
SR-BI HDL uptake	/	-7	7	10	-3
NSD2 HMT inh	81*	-2	1	-3	5
MITF TRPM1 HTS	/	22	/	-40	0
CAL PDZ FP-1	1.4	-1.2	-1.5	0.1	-5.0
dFosB activator	0	3	2	-2	-9
PfHsp90 set2	107*	6	-14	2	13
Rtt109 HAT inh	-4	8	2	-4	21
CAL PDZ FP-2	-2	37*	-5	5	-5
PvdQ inh	-12	-9	-10	4	-1

26. Cc1c(C(=O)NCC2CCCO2)oc2c(Cl)cccc12 (stereo unspecified)
27. O=C(CSc1nc2ccccc2c(=O)n1-c1ccccc1Cl)Nc1cccc(S(=O)(=O)N2CCOCC2)c1
28. CCOC(=O)C1=C(N)c2ccccc2CC1C(C)C (stereo unspecified)
29. CCCCCCOc1ccc(N2C(=O)CC(N3CCN(CCN=CC4=C(O)CC(C)(C)CC4=O)CC3)C2=O)cc1 (stereo unspecified)
30. CCCCNC(=O)Nc1nc(SCC(=O)OCC)n[nH]1
entry no.	26	27	28	29	30
SR-BI DiI-HDL act	-25	-37	19	-4	4
SR-BI HDL uptake	25	37	-19	4	-4
NSD2 HMT inh	1	-1	1	-2	-5
MITF TRPM1 HTS	14	-4	-11	/	-2
CAL PDZ FP-1	-2.0	-0.6	-0.6	-0.5	-2.3
dFosB activator	-7	2	-6	-17	-3
PfHsp90 set2	/	8	9	24	26
Rtt109 HAT inh	7	4	3	-2	/
CAL PDZ FP-2	1	-2	-4	/	-1
PvdQ inh	3	5	8	-8	-4

31. COc1ccc(-n2c(COc3cccc4ccccc34)nnc2SCC#N)cc1
32. Cc1oc(-c2ccc(Cl)cc2)nc1CN1CCC(C(=O)N2CCc3ccccc3C2)CC1
33. COc1cc(C2C(C(N)=O)=C(C)Nc3nc(CCCO)nn32)cc(OC)c1OC (stereo unspecified)
34. CCOC(=O)CCCC(=O)Nc1ncnc2c1C(c1ccccc1)c1c(ccc3ccccc13)O2 (stereo unspecified)
35. O=C(Cn1nnc(-c2ccc(CN3CCOCC3)cc2)n1)N(c1ccccc1)c1ccccc1
entry no.	31	32	33	34	35
SR-BI DiI-HDL act	5	-44	10	-58	13
SR-BI HDL uptake	-5	44	-10	58	-13
NSD2 HMT inh	1	/	/	/	0
MITF TRPM1 HTS	-2	-25	0	-1	-6
CAL PDZ FP-1	-1.6	-1.1	-0.3	-0.8	-3.1
dFosB activator	-22	-7	5	-15	-10
PfHsp90 set2	-9	11	16	8	4
Rtt109 HAT inh	5	10	-3	12	2
CAL PDZ FP-2	3	/	/	-2	13
PvdQ inh	-8	0	-10	-12	7

36. O=C(COc1ccccc1[N+](=O)[O-])NCC1(N2CCCCC2)CCCCC1
37. C=CCC[C@H](Cc1ccc(F)cc1)C(=O)OC[C@H]1CCCN1C(=O)[C@@H](CC=C)CC(=O)NCCO
38. COc1cc(SC)ccc1C(=O)Nc1ccc2c(c1)OCO2
39. CC(=O)Nc1ccc(S(=O)(=O)NNC(=O)c2cc3c4ccccc4n(C)c3s2)cc1
40. Cc1ccc(NC(=O)C2CCN(S(=O)(=O)c3ccccc3)CC2)cc1
41. O=C(CCNS(=O)(=O)c1ccc(Br)cc1)NCC1CCCO1 (stereo unspecified)
entry no.	36	37	38	39	40	41
SR-BI DiI-HDL act	-1	16	-55	8	2	14
SR-BI HDL uptake	1	-16	55	-8	-2	-14
NSD2 HMT inh	2	/	0	0	-3	-1
MITF TRPM1 HTS	-8	6	46	-8	5	-1
CAL PDZ FP-1	-0.3	0.1	-0.1	-0.4	-1.0	-0.6
dFosB activator	-3	-6	-2	-2	-11	-5
PfHsp90 set2	3	-4	-27	5	/	-18
Rtt109 HAT inh	-7	-11	38	-13	6	3
CAL PDZ FP-2	/	-1	0	-1	0	6
PvdQ inh	-7	-15	4	-4	-6	0
